# Wee1 stabilizer = Wee1 degradation inhibitors, primary screen, cell-based, HeLa, Wee1K328M-luciferase, luminescence. Wee1-like protein kinase (Homo sapiens), P30291. HeLa Luc-Wee1K328M stability; 100% = proteasome inhibitor MG132 effect. reporter increase, % at 5 µM. 220,000 tested, 1.2% active. AID 1321, 2008;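 active = activation above the mean of all tested compounds plus 3 SD, set per screening run, cut at about 8.8% in these data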;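 also: cells exposed to compound for 20 h before luminescence read; 0% = DMSO alone and 100% = MG132 at 30 µM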
# TRPN1 ag = zebrafish TRPN1 channel agonists, primary screen, cell-based, HEK293, calcium fluorescence. transient receptor potential cation channel N1 (TRPN1/NompC), Danio rerio. HEK293 zebrafish TRPN1-YFP, Fluo-8 calcium fluorescence; 100% = response to 87 µM carbachol. activation, % at 3 µM. 220,000 tested, 0.18% active;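 active = activation above its plate's cutoff, the mean activation of test wells on that plate plus 3 SD, cut at about 19% in these data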;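 also: 0% = DMSO alone and 100% = 87 µM carbachol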
#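 Material: zebrafish TRPN1-YFP in HEK293 cells; Doses: single test compound dose, 3 µM nominal, 0.3% DMSO; Timing: dye loading 1 h at 37 °C, then 30 min room temperature; Technique: intracellular calcium fluorescence with Fluo-8; Benchmarks: high carbachol 87 µM, low DMSO alone.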
# TRPML3 agonist = human TRPML3 channel agonists, primary screen, cell-based, HEK293 TRPML3-YFP, Fluo-8 calcium fluorescence, 3 µM; 100% = the carbachol control signal; activation, % at 3 µM; 220,000 tested, 0.29% active; Mucolipin-3 (Homo sapiens), Q8TDD5; AID 1448, 2008;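 active = activation above its plate's cutoff, the mean activation of the plate's test wells plus 3 SD, cut at about 12% in these data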;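 also: 0% = DMSO only wells and 100% = carbachol wells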
# Target sequence (Q8TDD5 whole entry, looked up): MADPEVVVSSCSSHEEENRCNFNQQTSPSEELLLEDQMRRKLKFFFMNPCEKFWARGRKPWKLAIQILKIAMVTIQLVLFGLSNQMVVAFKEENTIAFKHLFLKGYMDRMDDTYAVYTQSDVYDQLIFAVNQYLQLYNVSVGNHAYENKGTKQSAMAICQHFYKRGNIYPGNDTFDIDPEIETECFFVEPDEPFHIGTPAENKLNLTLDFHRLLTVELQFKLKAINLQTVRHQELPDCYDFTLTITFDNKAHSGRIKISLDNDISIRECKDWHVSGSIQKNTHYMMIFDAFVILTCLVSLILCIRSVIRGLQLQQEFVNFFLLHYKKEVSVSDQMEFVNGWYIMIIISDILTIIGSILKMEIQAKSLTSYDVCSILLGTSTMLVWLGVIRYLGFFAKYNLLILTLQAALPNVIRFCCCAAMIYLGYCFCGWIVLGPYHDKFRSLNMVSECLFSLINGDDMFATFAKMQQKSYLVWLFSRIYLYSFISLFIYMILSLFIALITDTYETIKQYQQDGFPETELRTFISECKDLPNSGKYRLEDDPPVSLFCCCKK
#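 Material: TRPML3-YFP stable HEK293 cells | Dosing: One concentration, 3 µM nominal, 0.3% DMSO | Timing: 125 s total fluorescence read per well | Technique: Fluo-8 calcium dye fluorescence, ex 470-495, em 515-575 nm | Measure: Percent activation from peak-to-basal fluorescence ratio, scaled between DMSO and carbachol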
# RBBP9 inh = human RBBP9 inhibitors, primary screen, biochemical, fluorescence polarization, FP-Rh probe, HTS; inhibition, % at 7.94 µM; recombinant RBBP9; 220,000 tested, 0.2% active; Serine hydrolase RBBP9 (Homo sapiens), O75884;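 active = inhibition above the campaign mean of all tested compounds plus 3 SD, cut at about 14% in these data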;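 also: plate controls were DMSO wells with RBBP9 for no effect and wells lacking RBBP9 protein for full effect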
# Target sequence (O75884 whole entry, looked up): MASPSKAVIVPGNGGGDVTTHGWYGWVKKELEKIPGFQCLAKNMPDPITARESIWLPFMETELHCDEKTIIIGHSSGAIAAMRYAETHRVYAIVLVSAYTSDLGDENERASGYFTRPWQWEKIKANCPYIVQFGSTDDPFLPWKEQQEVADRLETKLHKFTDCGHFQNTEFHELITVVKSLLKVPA
#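 System: RBBP9 protein / Buffer or medium: Tris/NaCl buffer pH 8.0 with 0.1% Pluronic / Probe or stimulus: Serine-hydrolase probe FP-Rh, 375 nM pre-mixing / Dosing: 7.94 µM single dose, 0.794% DMSO / Times: enzyme-compound preincubation 30 min, then probe labeling 45 min, 25 °C / Technique: fluorescence polarization (mP), excitation 525 nm, emission 598 nm / Replication: singlicate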
# TNF death inh = inhibitors of TNF-alpha triggered necroptosis, primary screen, cell-based, Jurkat FADD-/-, single concentration. Jurkat FADD-/- TNF necroptosis rescue, ATP luminescence, 24 h; 0 = TNF only, 100 = no-TNF cells. activation (protection from cell death), % at 10 µM. 220,000 tested, 0.068% active. AID 463075, 2010;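 active = activation, meaning protection from cell death, of at least 50% relative to plate controls; inactive = activation below 50%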;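 also: necroptosis triggered by 40 ng/mL TNF-alpha added together with compound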
# CHOP inhibitor = inhibitors of CHOP promoter induction, primary screen, cell-based, unfolded protein response, luciferase reporter; CHO-K1 CHOP-promoter luciferase, tunicamycin-induced, 15-18 h; inhibition, % at 10 µM; 220,000 tested, 3.8% active;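 active = compounds that reduced the stress-induced luciferase reporter signal by more than about 70% of percent inhibition, limit read from the data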;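 also: 0% = tunicamycin plus vehicle and 100% = wells without tunicamycin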
# Ba/F3 V617F tox = reduced viability of JAK2V617F-dependent Ba/F3 cells, primary screen, JAK2V617F inhibitor project, cell-based, Ba/F3 EpoR-JAK2V617F, luminescence; ATP luminescence; 220,000 tested, 1.1% active; inhibition, % at 5.6 µM;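 active = inhibition above the campaign mean plus 3 SD over all tested compounds, cut at about 24% in these data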;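 also: cytokine-independent growth of Ba/F3 cells driven by EpoR plus mutant JAK2; 0% = DMSO-treated cells and 100% = JAK inhibitor I control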
# PPC-1+TRAIL kill = compounds killing PPC-1 cancer cells with TRAIL present, primary screen, TRAIL potentiator project, ATPLite luminescence, uHTS | PPC-1 cells + TRAIL, ATPLite viability luminescence | cell killing (% activity), % at 4 µM | 220,000 tested, 0.41% active | AID 1443, 2008;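 active = cell killing above 50% in the first pass at 4 µM, then a duplicate retest at 5 µM averaging 50% or more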;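 also: plate controls were cells with TRAIL plus DMSO for no effect and medium-only wells lacking cells for full effect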
# BaF3 parental = parental Ba/F3 cell viability inhibition, counter-screen for JAK2V617F inhibitor project, murine pro-B, CellTiter-Glo luminescence | 220,000 tested, 1.1% active | CellTiter-Glo ATP luminescence | inhibition, % at 5.6 µM | AID 1486, 2009;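 active = inhibition above a per-campaign cutoff, the mean inhibition of all tested compounds plus 3 SD, cut at about 27% in these data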;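 also: 0% = DMSO wells and 100% = JAK Inhibitor I control wells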
# * marks the source's active call; other numbers are inactive results; & = joins results of further samples.
# Every second line gives: Wee1 stabilizer	TRPN1 ag	TRPML3 agonist	RBBP9 inh	TNF death inh	CHOP inhibitor	Ba/F3 V617F tox	PPC-1+TRAIL kill	BaF3 parental
CCN(CC)c1ccc(/C=N/NC(=O)CCC(=O)NCc2ccccc2)c(O)c1
 : -2	-1.5	0.0	1	-8.0	58	-1	39	6
Cc1nnc(SCC(=O)Nc2ccccc2C(=O)NC2CC2)s1
 : 0	-0.3	0.9	-6	1.5	31	-1	14	5
CCOC(=O)C1C(=O)NC(c2ccccc2)=NC1c1ccc(Cl)cc1 (configuration not stated)
 : -2	-0.7	0.1	4	-1.3	30	-1	23	-4
Cc1cc(=O)c2n(Cc3ccc(Cl)cc3)nc[n+]2[nH]1
 : 0	-1.2	-0.1	-8	1.5	-6	1	1	2
COc1ccc(NC(=S)N2CCCC2)cc1
 : 2	3.1	0.6	-11	1.4	-19	2	19	2
Cc1ccc(-c2nnn(CC(=O)N(c3cccc(O)c3)C(C(=O)NC(C)(C)C)c3cccs3)n2)o1 (configuration not stated)
 : 2	-0.7	-0.8	-3	-6.9	54	0	1	4
COc1ccc(S(=O)(=O)NCCc2csc(-c3cccnc3)n2)cc1
 : 0	0.4	-0.4	-2	1.4	11	-4	-1	5
CCN1c2ccccc2-c2nc3ccccc3n2C1c1ccncc1 (configuration not stated)
 : 16*	-0.5	-1.2	1	-0.1	15	12	15	2
COc1ccc(-c2nnc(S/C(=C/c3ccc(Cl)cc3)C(=O)O)o2)cc1
 : 0	0.6	1.8	-5	1.6	11	-1	14	8
Cc1cc(C)c(NC(=O)c2sc3nc(C)[nH]c(=O)c3c2C)c(C)c1
 : 1	0.0	0.7	-1	-0.4	12	2	5	2
CC(CN(C)Cc1ccccc1)OC(=O)c1ccc2c(c1)OCCO2 (configuration not stated)
 : 1	-1.2	0.4	-7	0.8	54	0	3	5
CC(=O)c1ccc(NC(=O)Cn2nc(C)cc2C)cc1
 : 1	0.9	0.2	-6	0.0	23	2	14	8
COc1ccc(/C=N/Nc2nc(-c3cccc(S(=O)(=O)N4CCCC4)c3)cs2)cc1OC
 : -1	-0.5	1.0	-5	0.9	-24	-2	25	1
Cc1cc(S(=O)(=O)N2CCCC2)ccc1OCC(=O)NC1CCCC1
 : 0	0.7	0.8	-3	1.2	38	5	3	8
CCNCC(O)COCC(O)CNCC (configuration not stated)
 : -2	0.7	0.0	-2	0.1	20	-1	10	0
COc1ccc(C(=O)N/N=C(/C)c2ccc(N3CCCCC3)cc2)cc1
 : -1	1.2	0.8	-3	2.5	-16	-1	1	6
Cc1ccc(S(=O)(=O)N2CCN(c3ccccn3)CC2)cc1
 : -3	-0.5	0.6	-10	0.5	11	-3	23	0
O=C(CSC1CC(=O)N(CCc2ccccc2)C1=O)Nc1ccc(Cl)cc1 (configuration not stated)
 : 0	-1.2	-0.6	-10	1.3	27	1	1	7
CCc1c(C(=O)NCc2cnn(C)c2)csc1C
 : 2	-0.2	0.0	-9	0.8	30	-4	13	-2
CSCCC(NC(=O)C1CCC(C)CC1)C(=O)NCCN1CCC(C)CC1 (configuration not stated)
 : -1	-1.1	0.9	1	1.0	3	-4	6	0
Cc1ccc(O)c(-c2cc(C(=O)NCc3ccccc3)[nH]n2)c1
 : 3	-0.7	-0.5	-10	-18	-3	-5	11	4
Cc1cc(C)c(S(=O)(=O)c2ccccc2)c(Cl)n1
 : -1	-0.3	-0.2	-5	-4.1	58	-1	0	1
CCCCCn1c(N)c(C#N)c2nc3ccccc3nc21
 : -5	-0.3	-2.2	-8	-2.1	45	0	1	4
CCCCNC(=O)C(Cc1ccccc1)NS(=O)(=O)c1ccc2c(c1)c(=O)n(C)c(=O)n2C (configuration not stated)
 : -2	-1.0	0.1	-7	-0.2	19	-3	-5	0
COc1ccc(NC(=O)CN2CCC(C(N)=O)CC2)cc1
 : -1	1.3	0.4	8	0.0	-44	-1	13	-2
CSCSC1=C(C#N)C(c2ccc(Cl)cc2)C(C(C)=O)=C(C)N1 (configuration not stated)
 : -2	-0.2	1.2	-9	-1.3	18	1	12	5
COc1ccc(N2C(N)=C(C#N)C(c3cccnc3)C3=C2CC(C)(C)CC3=O)cc1 (configuration not stated)
 : 4	-0.6	0.4	-2	-5.3	8	-3	18	5
Cc1ccc(S(=O)(=O)N2CCCC2C(=O)O)s1 (configuration not stated)
 : 0	-0.5	0.5	1	-0.6	-6	-1	-2	3
COC(=O)c1ccc(NC(=O)c2cc(-c3ccccn3)nc3ccccc23)cc1
 : -1	1.9	0.5	-13	-0.6	46	0	24	3
O=C(c1cc2c(=O)n3ccccc3nc2s1)N1CCc2ccccc2C1
 : -2	2.0	0.8	-6	-1.2	-8	3	17	2
O=C(NCCCN1CCCCCC1)c1ccc2c(Cl)c3c(nc2c1)CCCC3
 : 0	-0.3	0.9	-9	-3.6	58	1	16	13
CC(=O)Nc1c(O)nc(SCC(=O)Nc2c(C)cccc2C)[nH]c1=O
 : 1	-0.3	0.8	-9	0.3	25	-3	16	0
CC(C)(C)c1cc(NC(=O)COC(=O)C2CC2)n(-c2ccccc2)n1
 : 0	-0.3	0.4	-2	1.9	-1	1	9	1
CC(OC(=O)c1cn(-c2ccccc2)nc1-c1cccnc1)C(N)=O (configuration not stated)
 : 0	1.8	0.5	1	-0.6	10	3	28	4
OCCNc1ncnc2c1sc1nc(N3CCOCC3)c3c(c12)CCC3
 : -1	-0.9	0.5	-8	-12	35	-1	31	5
CN(C)c1ccc(N=C/C=C2\N(C)c3ccccc3C2(C)C)cc1
 : 0	0.3	0.1	9	-0.7	-31	2	28	11
CC(=O)OCCCNc1cc(Sc2ccc(C)cc2)c2nonc2c1[N+](=O)[O-]
 : -2	0.9	0.5	-9	-1.7	109*	-3	14	4
O=c1[nH][nH]c(=S)n1-c1ccccc1C(F)(F)F
 : 2	-0.6	0.5	-5	1.6	7	-4	5	0
COc1ccc(N(CC(=O)Nc2ccccc2C(=O)NCCc2ccccc2)S(C)(=O)=O)cc1OC
 : -3	-0.4	0.4	-11	0.6	2	-1	-24	3
CC(C)COC(=O)CCNc1n[nH]c(=O)[nH]c1=O
 : -4	0.4	0.7	0	-0.8	28	1	-2	3

# Reprinted from the part before: 5 compounds, followed by the next part.
# Every second line gives: Wee1 stabilizer	TRPN1 ag	TRPML3 agonist	RBBP9 inh	TNF death inh	CHOP inhibitor	Ba/F3 V617F tox	PPC-1+TRAIL kill	BaF3 parental
CN(C)c1ccc(N=C/C=C2\N(C)c3ccccc3C2(C)C)cc1
 : 0	0.3	0.1	9	-0.7	-31	2	28	11
CC(=O)OCCCNc1cc(Sc2ccc(C)cc2)c2nonc2c1[N+](=O)[O-]
 : -2	0.9	0.5	-9	-1.7	109*	-3	14	4
O=c1[nH][nH]c(=S)n1-c1ccccc1C(F)(F)F
 : 2	-0.6	0.5	-5	1.6	7	-4	5	0
COc1ccc(N(CC(=O)Nc2ccccc2C(=O)NCCc2ccccc2)S(C)(=O)=O)cc1OC
 : -3	-0.4	0.4	-11	0.6	2	-1	-24	3
CC(C)COC(=O)CCNc1n[nH]c(=O)[nH]c1=O
 : -4	0.4	0.7	0	-0.8	28	1	-2	3
COCCn1c(SCC(=O)N2CCCc3ccccc32)nc2cccnc21
 : -1	-0.9	0.8	-8	-0.6	1	-3	22	3
CC(C)(C)C(=O)Nc1cccc(-c2cc(-c3c(Cl)cccc3Cl)no2)c1
 : 0	1.6	0.9	-21	1.7	43	0	25	-6
O=C(CNc1ccccc1)c1ccc([N+](=O)[O-])cc1
 : 5	0.3	0.5	-6	-2.8	-81	-1	14	-4
CCCCN(CC(=O)NCc1ccc(Cl)cc1)S(=O)(=O)c1ccc2c(c1)OCCO2
 : 0	-1.1	-0.4	-6	0.6	15	3	16	3
O=C(Nc1ccc(OC(F)F)c(Cl)c1)[C@@H]1CCCN1C(=O)c1cccs1
 : -2	-1.1	-0.4	-4	0.2	9	4	4	8
COc1ccccc1Nc1nc2nonc2nc1N1CCCCC1C (configuration not stated)
 : 2	-0.1	0.9	-3	0.8	23	0	2	9
Cc1ccc(S(=O)(=O)N(Cc2ccccc2)Cc2ccco2)cc1
 : -2	-0.7	45*	-9	-4.0	54	-3	3	0
CO/N=C(\C(=O)N[C@@H]1C(=O)N2C(C(=O)O)=C(COC(C)=O)CS[C@H]12)c1csc(N)n1 (stereo in doubt)
 : 0	1.4	0.8	-2	-0.5	5&17	3	12	8
O=C(CCC(=O)N/N=C/c1ccccc1O)NCc1ccccc1
 : 1	-0.5	0.3	-9	1.5	6	-1	5	2
OCCC1CN(Cc2c(O)ccc3ccccc23)CCN1CCc1ccccc1 (configuration not stated)
 : -1	1.6	0.8	-4	-1.8	3	5	-4	7
COc1ccccc1CNC(=O)c1ccc(CNc2c(N3CCCC3)c(=O)c2=O)cc1
 : 4	2.3	0.2	-6	0.5	29	1	30	4
O=C(Nc1ccccc1)C1CCN(C(=O)c2ccccc2)CC1
 : -1	-0.8	0.4	2	1.1	-3	-3	4	0
Cc1c(C(=O)N2CCOCC2)[nH]c2ccc(OCc3ccccc3)cc12
 : 4	2.0	0.2	-4	-0.2	38	1	17	3

# Structural class, the entries above with fluorine (2)
# Every second line gives: Wee1 stabilizer	TRPN1 ag	TRPML3 agonist	RBBP9 inh	TNF death inh	CHOP inhibitor	Ba/F3 V617F tox	PPC-1+TRAIL kill	BaF3 parental
O=c1[nH][nH]c(=S)n1-c1ccccc1C(F)(F)F
 : 2	-0.6	0.5	-5	1.6	7	-4	5	0
O=C(Nc1ccc(OC(F)F)c(Cl)c1)[C@@H]1CCCN1C(=O)c1cccs1
 : -2	-1.1	-0.4	-4	0.2	9	4	4	8

# Source: PubChem
